Compound activity from PubChem.
mut p53 react = restores mutant p53 pathway signaling in SW480 cells; activation, % at 9.98 µM; SW480 PUMA-promoter luciferase, p53 mutant reactivation; AID 624151; 28,000 compounds, 1.5% hits; in the data active = activation above about 52%; inconclusive = no clear call, values can overlap the other calls
STK33 inh = human STK33 kinase inhibition; AID 2322; inhibition, % at 12.5 µM; 27,000 compounds, 0.44% hits; ADP-Glo luminescence, MBP substrate; Q9BYT3; in the data active = inhibition above about 20%; inconclusive = no clear call, values can overlap the other calls
Target sequence (Q9BYT3 whole entry, looked up): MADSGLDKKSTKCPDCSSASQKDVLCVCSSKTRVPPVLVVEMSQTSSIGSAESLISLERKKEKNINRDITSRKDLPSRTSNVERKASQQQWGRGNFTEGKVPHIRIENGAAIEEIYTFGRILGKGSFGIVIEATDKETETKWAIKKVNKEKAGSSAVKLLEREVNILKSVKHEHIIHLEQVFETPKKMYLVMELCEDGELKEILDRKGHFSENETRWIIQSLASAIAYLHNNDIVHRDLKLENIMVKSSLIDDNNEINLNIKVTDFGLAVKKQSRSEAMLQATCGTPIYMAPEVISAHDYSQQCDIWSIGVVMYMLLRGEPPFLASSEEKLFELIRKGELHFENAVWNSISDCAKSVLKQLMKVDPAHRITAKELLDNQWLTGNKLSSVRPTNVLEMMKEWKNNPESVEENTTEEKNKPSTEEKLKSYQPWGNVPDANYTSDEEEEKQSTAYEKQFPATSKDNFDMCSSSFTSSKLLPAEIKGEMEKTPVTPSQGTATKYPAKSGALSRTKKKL
Numbers without * were called inactive; ? = inconclusive; . = not tested or not shown.

mol	mut p53 react	STK33 inh
C=CCc1cccc2cc(C(=O)NCCN3CCOCC3)c(=O)oc12	-4	-4
Cc1ccc(N(C(C)C(=O)Nc2cc(Cl)cc(Cl)c2)S(C)(=O)=O)cc1 (configuration not stated)	-14	-2
C[C@H]1CN([C@@H](C)CO)C(=O)c2cc(NS(C)(=O)=O)ccc2O[C@@H]1CN(C)Cc1ccc(Cl)c(Cl)c1	.	1
C[C@@H]1CN([C@@H](C)CO)C(=O)c2cc(C#CC3CC3)cnc2O[C@@H]1CN(C)C	-2	.
COc1ccc(Cl)cc1NC(=O)CSc1nnc(-c2cc3cc(Br)ccc3o2)n1C	52*	3
OCC1(CO)COC(COc2ccccc2)=N1	2	.
Cc1cc(OC(=O)c2c(C)cc(O)cc2O)cc(O)c1C(=O)O	.	-5
COc1cc(C(=O)OC[C@@]2(O)CO[C@H](OC3C(CO)OC(OC(C)/C=C/C4(O)C(C)CC(O)CC4(C)C)C(O)C3O)[C@@H]2O)cc(OC)c1O (some centres not stated)	0	0
COc1ccc(NC(=O)Nc2ccc3c(c2)C(=O)N([C@H](C)CO)C[C@H](C)[C@@H](CN(C)C(=O)Nc2ccc4c(c2)OCO4)OCCCC[C@@H](C)O3)cc1	-3	0
COC(=O)c1c(NC(=O)COc2ccccc2)sc(C(N)=O)c1C	-3	2
Cc1ccc(S(=O)(=O)Nc2ccc3c(c2)CC(=O)N([C@@H](C)CO)C[C@H](C)[C@@H](CN(C)C(=O)Nc2ccc4c(c2)OCO4)O3)cc1	.	0
COc1ccc(CN(C)C[C@@H]2Oc3c(NC(=O)NC(C)C)cccc3C(=O)N([C@H](C)CO)C[C@@H]2C)cc1	9	.
COc1ccc(NC(=O)Nc2ccc3c(c2)[C@@H]2C[C@@H](CC(=O)NCC(F)(F)F)O[C@@H](CO)[C@@H]2O3)cc1	11	.
CC(C)NC(=O)Nc1ccc2c(c1)CC(=O)N([C@H](C)CO)C[C@H](C)[C@H](CN(C)Cc1ccc(C(F)(F)F)cc1)O2	1	.
CCn1c(SCc2cccc(OC)c2)nnc1-c1cccnc1	-12	-1
COC(=O)CSc1nc(-c2ccc(F)cc2)[nH]c1-c1ccc(C)cc1	-13	.
O=[N+]([O-])c1ccc(S(=O)(=O)NCCc2nc3ccccc3[nH]2)cc1	-13	0
Cc1ccc(-c2ccc3c(c2)O[C@H](CN(C)C(=O)C2CCC2)[C@H](C)CN([C@H](C)CO)S3(=O)=O)cc1	-10	.
C[C@@H]1CCCCO[C@H](CN(C)C(=O)c2ccccc2)[C@@H](C)CN([C@H](C)CO)C(=O)c2cc(NS(=O)(=O)c3cccs3)ccc2O1	.	-3
CC(C)NC(=O)N(C)C[C@H]1Oc2ccc(NC(=O)CCC(F)(F)F)cc2C(=O)N([C@@H](C)CO)C[C@@H]1C	12	.
C[C@H]1CN([C@@H](C)CO)C(=O)c2cc(-c3cccc(C#N)c3)cnc2O[C@@H]1CN(C)C(=O)c1cnccn1	0	.
O=C(Nc1cnn(C23CC4CC(CC(C4)C2)C3)c1)C1CC(c2ccc(Cl)c(Cl)c2)=NO1 (configuration not stated)	22	-3
C[C@H]1CN([C@@H](C)CO)C(=O)c2cccc(NC(=O)C3CCCCC3)c2O[C@@H]1CN(C)S(=O)(=O)c1ccc(Cl)cc1	2	.
COc1ccc(S(=O)(=O)N(C)C[C@@H]2Oc3ccc(NS(C)(=O)=O)cc3CC(=O)N([C@H](C)CO)C[C@@H]2C)cc1	2	-2
CC(C)NC(=O)Nc1ccc2c(c1)C(=O)N([C@H](C)CO)C[C@H](C)[C@H](CN(C)C(=O)CCC(F)(F)F)OCCCC[C@H](C)O2	-2	.
C[C@H]1[C@H](C)CC[C@]2(C(=O)O)CC[C@]3(C(=O)O)C(=CCC4[C@@]5(C)CC[C@H](O[C@@H]6O[C@@H](C)[C@H](O)[C@@H](O)[C@H]6O)C(C)(C)C5CC[C@]43C)[C@H]12 (some centres not stated)	10	-6
C[C@H]1CN([C@@H](C)CO)C(=O)CCCn2cc(nn2)CO[C@@H]1CN(C)Cc1ccc(Oc2ccccc2)cc1	.	?
Cc1noc(C)c1NC(=O)N(C)C[C@H]1Oc2ccc(N(C)C)cc2C(=O)N([C@H](C)CO)C[C@@H]1C	.	1
CSc1cc(-c2nccs2)[nH]n1	22	.
Nc1nncn1C(=O)CCCOc1ccccc1	7	-1

(further entries)
mol	mut p53 react	STK33 inh
COc1ccc2c(C)c(CCC(=O)O)c(=O)oc2c1C	7	2
Cn1c(SCC(=O)Nc2cccc3ccccc23)nnc1-c1cccs1	2	-2
CC(C)NC(=O)Nc1ccc2c(c1)C(=O)N([C@H](C)CO)C[C@H](C)[C@@H](CN(C)C(=O)CCC(F)(F)F)OCCCC[C@@H](C)O2	.	-8
COc1ccc(S(=O)(=O)N(C)C[C@@H]2Oc3ncc(-c4ccc(F)cc4)cc3C(=O)N([C@H](C)CO)C[C@@H]2C)cc1	-2	-2
CCCCCC(O)/C=C/C=C\CCCCCCCC(=O)O (configuration not stated)	.	-16
CC(C)NC(=O)N(C)C[C@@H]1Oc2ccc(NC(=O)Nc3ccccc3)cc2C(=O)N([C@H](C)CO)C[C@@H]1C	.	-1
C[C@H]1CN([C@@H](C)CO)C(=O)c2cc(NS(=O)(=O)c3ccc(F)cc3)ccc2O[C@H]1CN(C)Cc1ccc(C(F)(F)F)cc1	.	1
Cn1nnnc1SCC(=O)Nc1cccc(C(=O)O)c1	-1	-1
O=C(CSCCO)Nc1cccc2ccccc12	-9	-1
COc1ccc(S(=O)(=O)N(C)C[C@H]2Oc3ncc(/C=C/c4ccccc4)cc3C(=O)N([C@@H](C)CO)C[C@@H]2C)cc1	-6	.
Cc1ccc(OCC(=O)Nc2sc3c(c2C(N)=O)CCCC3)cc1	35	-2
COc1ccc(C(=O)NCCc2nc3ccccc3[nH]2)cc1OC	-14	-3
O=C1OC(OC(=O)c2cccnc2Nc2cccc(C(F)(F)F)c2)c2ccccc21 (configuration not stated)	-6	.
C[C@@H]1CN([C@@H](C)CO)C(=O)Cc2cc(NC(=O)Cc3cn(C)c4ccccc34)ccc2O[C@@H]1CN(C)S(C)(=O)=O	.	-1
C=CCOC(=O)[C@H]1[C@@H]2C(=O)O[C@@H](c3ccccc3)[C@@H](c3ccccc3)N2[C@@H](c2ccc(OCCOC(=O)[C@@H]3C[C@@H]4C(=O)NCC(=O)N4[C@@H]3c3ccc(O)cc3)cc2)[C@]12C(=O)Nc1ccc(I)cc12	.	11
C[C@H](CO)N1C[C@H](C)[C@H](CN(C)S(=O)(=O)c2cn(C)cn2)Oc2ncc(-c3ccccc3)cc2C1=O	2	5
Cc1ccc(C2SCC(C(=O)O)N2C(=O)c2cccc(Cl)c2)cc1 (configuration not stated)	-2	.
CC(C)C#Cc1cnc2c(c1)C(=O)N([C@@H](C)CO)C[C@@H](C)[C@H](CN(C)C(=O)c1cccc(F)c1)O2	-3	.
CNC[C@H]1Oc2c(NS(=O)(=O)c3ccc(OC)cc3)cccc2C(=O)N([C@H](C)CO)C[C@H]1C	8	.
O=C(c1ccc(Cl)cc1)N1CCN(c2ccc([N+](=O)[O-])c(NCc3ccccn3)c2)CC1	2	2
CC(Sc1nc(N)c2c3c(sc2n1)COC(C)(C)C3)C(=O)Nc1ccccc1 (configuration not stated)	-6	4
C[C@@H]1CCCCO[C@H](CN(C)C(=O)CCCN(C)C)[C@@H](C)CN([C@H](C)CO)C(=O)c2cc(NC(=O)CCC(F)(F)F)ccc2O1	.	-3
O=S(=O)(Cc1ccc(Cl)cc1)NCc1ccccn1	3	1
Cc1c(Br)c([N+](=O)[O-])nn1CC(=O)NCc1ccccn1	3	3
C[C@H]1CCCCO[C@H](CN(C)C(=O)Cc2ccccc2)[C@@H](C)CN([C@@H](C)CO)C(=O)c2cc(NS(C)(=O)=O)ccc2O1	-1	.
C[C@H](CO)N1C[C@H](C)[C@H](CN(C)C(=O)C2CCCCC2)OCCCC[C@H](C)Oc2ccc(NC(=O)NC3CCCCC3)cc2C1=O	-4	.
CCC(=O)c1c(O)cc(O)cc1O	.	6
C[C@H]1CN([C@@H](C)CO)C(=O)c2cc(NS(C)(=O)=O)ccc2O[C@H]1CN(C)S(=O)(=O)c1cccs1	.	0
O=C(NCc1nc2ccccc2[nH]1)c1ccccc1	94*	3
C[C@H](CO)N1C[C@H](C)[C@H](CN(C)CC2CCCCC2)Oc2ccc(NS(=O)(=O)c3ccc(Cl)cc3)cc2CC1=O	-6	0

Carrying on.
mol	mut p53 react	STK33 inh
CC(C)CC#Cc1cnc2c(c1)C(=O)N([C@H](C)CO)C[C@H](C)[C@H](CN(C)Cc1ccccn1)O2	13	.
O=C(COc1ccccc1)Nc1nn[nH]n1	-6	0
CC(=O)OCC1=C(C(=O)O)N2C(=O)[C@@H](NC(=O)Cc3cccs3)[C@H]2SC1	2	3
C[C@H]1CN([C@@H](C)CO)C(=O)Cc2cc(NC(=O)Nc3ccccc3)ccc2O[C@H]1CN(C)S(C)(=O)=O	.	0
C[C@@H]1CN([C@@H](C)CO)C(=O)Cc2cc(NC(=O)Nc3ccc(C(F)(F)F)cc3)ccc2O[C@@H]1CN(C)S(=O)(=O)c1ccc(Cl)cc1	.	-4
COc1ccc(S(=O)(=O)Nc2ccc3c(c2)C(=O)N([C@@H](C)CO)C[C@@H](C)[C@H](CN(C)Cc2ccc(C(F)(F)F)cc2)O3)cc1	-17	3
C[C@H]1CN([C@@H](C)CO)C(=O)Cc2cc(NC(=O)Cn3cnnn3)ccc2O[C@@H]1CN(C)Cc1ccccc1	.	-2
Cc1c(NC(=O)c2ncn[nH]2)cccc1-c1nc2cc(Cl)ccc2o1	48	3
COc1ccc(S(=O)(=O)Nc2ccc3c(c2)CC(=O)N([C@@H](C)CO)C[C@@H](C)[C@@H](CN(C)Cc2ccc(Oc4ccccc4)cc2)O3)cc1	.	2
COc1cccc(NC(=O)CSc2nnc(C)n2-c2ccc(F)cc2)c1	-1	-4
O=c1oc2cc(O)ccc2s1	.	4
O[C@@H]1[C@@H](O)C=C2CCN3Cc4cc5c(cc4[C@H]1C23)OCO5 (some centres not stated)	-90	-5
C=C[C@@]1(C)C[C@@H](O)C2=C([C@H]1O)[C@H](OC(C)=O)CC1[C@](C)(C(=O)OC)CC[C@H](O)[C@]21C (some centres not stated)	14	2
CCn1c(SCC(=O)Nc2ccccc2C)nnc1-c1ccco1	4	-2
C[C@@H]1CN([C@H](C)CO)C(=O)Cc2cc(NS(=O)(=O)c3cccs3)ccc2O[C@H]1CN(C)Cc1ccc(C(F)(F)F)cc1	.	5
C[C@H]1CN([C@@H](C)CO)C(=O)c2cc(NC(=O)Cn3cnnn3)ccc2O[C@H]1CN(C)CC1CC1	1	.
COc1ccc(S(=O)(=O)N(C)C[C@@H]2Oc3ccc(NS(=O)(=O)c4c(C)noc4C)cc3C(=O)N([C@H](C)CO)C[C@H]2C)cc1	.	-2
Cc1sc2ncnc(SCC(=O)Nc3ccccc3[N+](=O)[O-])c2c1C	-13	5
C=C1C(=O)OC2/C=C(\C)CC/C=C(\C(=O)O)CC/C=C(\C)CCC12 (configuration not stated)	.	-2
C[C@@H]1CCCCO[C@H](CN(C)C(=O)C2CCCCC2)[C@H](C)CN([C@@H](C)CO)C(=O)c2cc(NC(=O)c3ccncc3)ccc2O1	0	.
C[C@H](CO)N1C[C@H](C)[C@H](CN(C)S(=O)(=O)c2ccc(Cl)cc2)Oc2ccc(NS(=O)(=O)c3ccccc3)cc2C1=O	.	1
COc1ccc([Si](C)(C)[C@@H]2[C@@H](CCn3cc(CCO)nn3)O[C@]3(C(=O)N(Cc4ccc(N5CCOC5=O)cc4)c4ccccc43)[C@H]2C)cc1	.	24*
C[C@H](CO)N1C[C@H](C)[C@H](CN(C)C(=O)Nc2ccccc2)OCCCC[C@H](C)Oc2ccc(NC(=O)Cc3ccccc3)cc2C1=O	1	.
CCn1c(SCC(=O)Nc2ccc(I)cc2C)nnc1-c1ccccc1	7	0
C[C@@H]1CN([C@@H](C)CO)C(=O)c2cc(NC(=O)NC3CCCCC3)ccc2O[C@@H]1CN(C)Cc1ccc2c(c1)OCO2	12	.

The list is partial, so the mix of outcomes need not match the whole.
